# Hsp70 displacement: small molecules displacing fluorescent ligand from Hsp70 – biochemical, fluorescence polarization, primary screen (AID 583) | displacement, % at 20 µM; hits with a dose series show IC50 in µM | 140,000 tested, 0.06% active | Hsp70 fluorescence polarization probe displacement, mP; higher % means a stronger effect; in the data active means displacement above about 50%;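 further: plate controls were vehicle for no effect and reference ligand for full effect; a part of the inactive calls stands beside numbers as strong as those of hits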
# Rat MKP-3 inhibitors: inhibition of rat DUSP6 enzyme activity – biochemical, in vitro, primary screen (AID 425); recombinant MKP-3 phosphatase activity, fluorescence; higher % means a stronger effect; inhibition, % at 20 µM; hits with a dose series show IC50 in µM; 110,000 tested, 0.17% active; in the data active means inhibition above about 50%;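 further: plate controls were vehicle for no effect and reference inhibitor for full effect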
# An asterisk follows results filed as active; · = no result given; & = joins results of further samples.
SMILES,Hsp70 displacement,Rat MKP-3 inhibitors
Cc1ccc(Nc2cc(=O)n(C3CCCCC3)c(=O)[nH]2)cc1C,-7.2%,3%
Cc1cc(N2CCN(C(=O)c3ccco3)CC2)n2ncnc2n1,0.9%,·
CCOC(=O)c1cc(CC)sc1NC(=O)c1ccc(N2CCN(CC)CC2)c([N+](=O)[O-])c1,4.5%,4%
Cc1csc(NC(=O)c2cc3c(s2)CCC3)n1,2.1%,-1%
CN(C)C(=O)N1CCC(C(=O)NC2CCCCCCC2)CC1,-4.9%,-11%
COc1ccc(C2C(C(C)=O)=C(O)C(=O)N2CCCn2ccnc2)cc1OC (configuration not stated),-6.4%,-9%
O=C(CCC1CCCC1)NCc1cccs1,-4.5%,·
CCOC1(OCC)N=C(N)C2(C#N)C(c3ccc(NC(C)=O)cc3)C12C#N (configuration not stated),8.2%,0%
CC(C)(C)c1[nH]c2ccccc2c1/C=N/O,3.7%,·
O=C(O)c1ccccc1C(=O)Nc1ncc(S(=O)(=O)c2ccc([N+](=O)[O-])cc2)s1,-8.0%,3%
O=C(CSc1nnc(CNc2ccc(F)cc2)n1CC1CCCO1)Nc1ccccc1 (configuration not stated),0.7%,·
Cc1sc(NC(=O)c2ccco2)c(C(c2cccnc2)N2CCN(C)CC2)c1C (configuration not stated),-7.6%,·
C=CCNC(=O)CN(c1ccccc1OC)S(=O)(=O)c1ccccc1,3.8%,-1%
O=C(Nc1cccc(Cl)c1)N(CCN1CCOCC1)Cc1ccccc1F,-0.6%,·
COc1cccc(NC(=O)Cn2nnc(C(=O)Nc3ccccc3)c2N)c1,2.9%,5%
CCOc1ccc(C2=Cc3cc(OC)c(OC)cc3C(=C(Cl)Cl)O2)cc1,0.7%,·
CCOc1ccc(NC(=O)CSc2nnc(-c3ccc(OC)cc3)o2)cc1,12%,0%
COc1ccc(-c2nn3c(-c4cccc(C)c4)nnc3s2)cc1OC,-2.8%,-10%
CCOC(=O)N1CCN(C(=O)NC2CCCCC2)CC1,3.2%,·
Cc1ccc(-c2csc3nnc(SCC(=O)Nc4cccc(C)n4)n23)cc1,-3.4%,-8%
Cc1cc2c(c(C)nn2-c2ccccc2)c(=O)o1,2.6%,4%
O=C1c2cccnc2C(O)N1Cc1cccs1 (configuration not stated),6.2%,-3%
O=C/C(=C\Nc1c2ccccc2nc2ccccc12)c1nc2cc(Cl)ccc2o1,1.7%,0%
Cc1cc(Oc2ccc(C(C)(C)C)cc2)nc(N2CCOCC2)n1,6.8%,·

# A draw from above in order of SMILES length, lowest first.
SMILES,Hsp70 displacement,Rat MKP-3 inhibitors
O=C(CCC1CCCC1)NCc1cccs1,-4.5%,·
O=C1c2cccnc2C(O)N1Cc1cccs1 (configuration not stated),6.2%,-3%
CC(C)(C)c1[nH]c2ccccc2c1/C=N/O,3.7%,·
Cc1cc2c(c(C)nn2-c2ccccc2)c(=O)o1,2.6%,4%
Cc1cc(Oc2ccc(C(C)(C)C)cc2)nc(N2CCOCC2)n1,6.8%,·
C=CCNC(=O)CN(c1ccccc1OC)S(=O)(=O)c1ccccc1,3.8%,-1%
CCOc1ccc(NC(=O)CSc2nnc(-c3ccc(OC)cc3)o2)cc1,12%,0%
Cc1ccc(-c2csc3nnc(SCC(=O)Nc4cccc(C)n4)n23)cc1,-3.4%,-8%
O=C(CSc1nnc(CNc2ccc(F)cc2)n1CC1CCCO1)Nc1ccccc1 (configuration not stated),0.7%,·
COc1ccc(C2C(C(C)=O)=C(O)C(=O)N2CCCn2ccnc2)cc1OC (configuration not stated),-6.4%,-9%
Cc1sc(NC(=O)c2ccco2)c(C(c2cccnc2)N2CCN(C)CC2)c1C (configuration not stated),-7.6%,·
CCOC1(OCC)N=C(N)C2(C#N)C(c3ccc(NC(C)=O)cc3)C12C#N (configuration not stated),8.2%,0%
O=C(O)c1ccccc1C(=O)Nc1ncc(S(=O)(=O)c2ccc([N+](=O)[O-])cc2)s1,-8.0%,3%

# The list goes on.
SMILES,Hsp70 displacement,Rat MKP-3 inhibitors
CC(NC(=O)c1ccc(S(=O)(=O)N(C)C)cc1)c1ccccc1 (configuration not stated),4.8%,-17%
CCn1c(O)c(/C=N/n2cnnc2)sc1=S,-4.1%,-1%
O=C(Cc1ccc(Cl)cc1)Nc1ccccc1CO,-1.3%,-15%
CCOC(=O)c1c(NC(=O)C2CC3CCC2C3)sc2c1CCC(C)C2 (configuration not stated),3.7%,6%
COc1ccc(CCNC(=O)c2cccc([N+](=O)[O-])c2)cc1,-1.5%,2%
C=CCN1C(=O)/C(=C/c2cccc(Br)c2)SC1=S,-3.0%,-3%
O=C(CCCn1c(=S)[nH]c2ccccc2c1=O)N1CCCCC1,1.9%,-4%
CCOC(=O)C1=C(O)/C(=C/c2cccnc2)SC1=Nc1ccc(C)cc1,2.5%,3%
CCOC(=O)C(C)Sc1ncnc2c1nnn2-c1ccc(F)cc1 (configuration not stated),5.5%,4%
COc1ccc2c(c1)-c1c(ssc1=S)C(C)(C)N2C(=O)CSc1ncn[nH]1,2.9%,2%
Cc1cc(C(=O)COC(=O)Cn2cnc3c2c(=O)n(C)c(=O)n3C)c(C)n1C,0.2%,-12%
CCN(CC)S(=O)(=O)c1ccc2[nH]cc(C(=O)NCCN3CCCCCC3)c(=O)c2c1,-2.5%,-8%
O=C(CN(Cc1ccco1)C(=O)c1cc(=O)[nH]c2ccccc12)Nc1ccccc1Br,-0.8%,-4%
Cc1noc(C)c1C(=O)N1CCN(Cc2ccccc2)CC1,1.3%,·
Cc1cc(NC(=O)c2ccc3nc(-c4ccccc4)c(-c4ccccc4)nc3c2)no1,0.5%,-1%
O=C(CCCCCN1C(=O)c2ccccc2C1=O)Nc1ccc(S(=O)(=O)N2CCCCC2)cc1,4.3%,4%
CCCCN(C)C(=O)c1ccc(CS(=O)(=O)c2ccccc2C)o1,·,2%
CCNC(=O)C1CCN(S(=O)(=O)c2ccc(F)cc2)CC1,-3.6%,-5%
c1ccc2c(CCNc3ncnc4nc[nH]c34)cccc2c1,-0.4%,·
CCOC(=O)N1CCN(CCC(=O)Nc2ccc(OC(F)(F)F)cc2)CC1,-2.9%,5%
Fc1ccc(-c2nc3nc4ccccc4nc3n2Cc2ccco2)cc1,9.3%,-6%
CC(=O)c1cc2c(cc1NC(=O)CSc1nnc(C)s1)OCO2,1.4%,-8%
COc1ccc(NC(=O)c2c(NC(=O)C(C)(C)C)sc3c2CCC(C)C3)cc1 (configuration not stated),7.6%,0%
Cn1c(=O)oc2cc(S(=O)(=O)N3CCc4ccccc4C3)ccc21,1.5%,0%
COc1ccc(/C=C/C(=O)Nc2ccc(NC3CCCCC3)c3c2C(=O)c2ccccc2C3=O)cc1,0.8%,0%
Cc1ccccc1NC(=O)NCCCN1CCN(c2ccccc2)CC1,-3.3%,·
O=C(c1cn(-c2ccccc2)nc1-c1cccs1)N1CCN(c2ccc(F)cc2)CC1,-5.9%,·
CCOC(=O)c1c(-c2ccc(C)cc2)csc1NC(=O)c1ccccc1F,1.4%,3%
CCC(=O)Nc1nc2ccccc2n1Cc1ccc(C)cc1,-0.5%,-12%
Cc1ccc(N(CCCCN2C(=O)c3ccccc3C2=O)C(=O)Nc2ccc([N+](=O)[O-])cc2)cc1,4.4%,0%
CC1CCCCN1CCNC(=O)C1CCN(S(=O)(=O)c2cccc3cccnc23)CC1 (configuration not stated),8.5%,5%
COC(=O)Nc1ccc2c(c1)N(C(=O)CCN1CCN3CCCC3C1)c1ccccc1CC2 (configuration not stated),·,-2%
CCOc1ccc(C(=O)Nc2nncs2)cc1OCC,2.0%,-6%
CCOC(=O)C1CCN(CC(O)COc2ccc(C(C)(C)CC)cc2)CC1 (configuration not stated),-1.2%,-11%
COc1ccc(NC(=O)c2ccccc2C)c(OC)c1,0.4%&-0.5%,-12%&1%
Cc1cccc(-c2noc(CCCC(=O)N3CCOCC3)n2)c1,-0.9%,·
CC(C)OC(=O)CSc1ncnc2c1cnn2Cc1ccccc1,1.8%,-9%
CC(C)(C)n1nc2c(c1NC(=O)Cc1cccs1)CSC2,·,2%
Cc1ccc(OC(=O)COc2ccc(Cl)cc2Cl)cc1,1.0%,-1%
CCCSC1=C(C#N)C(c2ccccc2C)CC(=O)N1 (configuration not stated),1.2%,-4%
Cc1ccc(NC(=O)CNc2ccc(OC(C)C)cc2)cc1,6.4%,·
O=C(NC(C(=O)N/N=C/c1ccccc1)c1n[nH]c(=O)c2ccccc12)c1ccccc1 (configuration not stated),-2.5%,·
CCN1C(=O)/C(=C\c2ccc(-c3ccc(F)cc3)o2)SC1=S,-25%,0%
O=C(NC1CCN(C(=O)NCc2ccccc2)CC1)c1ccco1,-0.1%,-8%
CCCCn1nc(NC(=O)c2cccs2)c2cc3ccccc3nc21,2.6%,-7%
O=C(CSc1nnc(-c2ccco2)n1-c1ccccc1)CSc1nnc(-c2ccco2)n1-c1ccccc1,4.2%,4%
O=C(Nc1ccc2c(c1)OCO2)C1CCCN1C(=O)OCc1ccccc1 (configuration not stated),-1.7%,-18%
NC(=O)c1ccccc1NC(=O)C1CC=CCC1C(=O)O (configuration not stated),-1.2%,2%
COC(=O)C1=C(CSc2nc3c(cc2C#N)CN(C)CC3)OC(N)=C(C#N)C1c1ccc(F)cc1 (configuration not stated),1.2%,·
O=C(CN1C(=O)c2ccccc2C1=O)N1CCOCC1,-3.2%,-4%
Cc1cc2n(n1)C(c1c[nH]c3ccccc13)Nc1ccccc1-2 (configuration not stated),-0.6%,1%
CCOC(=O)N1CCN(c2cc(=O)n(Cc3ccc(F)cc3)c(=O)[nH]2)CC1,-0.2%,·
COc1cc([N+](=O)[O-])cc2c1N=C(c1ccc(Cl)cc1Cl)NO2,0.5%,-3%
CCN1CCN(c2ccc(NC(=O)c3cccc4ncccc34)cc2)CC1,-1.7%,-11%
c1ccc(CCn2c(SCc3ccccc3)nnc2-c2ccncc2)cc1,-2.4%,·
O=C1CC(N2CCCCC2)C(=O)N1c1ccccc1 (configuration not stated),8.4%,·
CCCOc1ccc(/C=N/NS(=O)(=O)c2ccc(OC)cc2)cc1OC,-1.2%,4%
COc1ccc2[nH]c(=O)c(CN(C(=O)NC3CCCCC3)C3CCCC3)cc2c1,3.7%,-2%
CSC(=Nc1ccccc1)C1=C(O)COC1=O,-3.9%,-3%
COc1ccc(/C=C2/SC(N3CCCCC3)=NC2=O)cc1,7.1%,-2%

# Remaining list, next part
SMILES,Hsp70 displacement,Rat MKP-3 inhibitors
COc1cc2c(cc1OC)-c1cc(OCc3ccccc3Cl)nc(=O)n1CC2,1.5%,·
CCCOC(=O)c1cccc(NC(=O)COc2ccc([N+](=O)[O-])cc2)c1,-4.5%,4%
CCOC(=O)C1=C(C)N=c2s/c(=C\c3sccc3C)c(=O)n2C1c1cccs1 (configuration not stated),-3.4%,3%
Cc1nn(Cc2ccc(Cl)c(Cl)c2)c(C)c1NC(=O)c1cc(-c2ccc3c(c2)OCO3)on1,-3.0%,-2%
CC(=O)Nn1cc2c(c1-c1ccccc1)c(=O)n(C)c(=O)n2C,-5.0%,-16%
CCOc1ccccc1C(=O)Nc1nc(C)cs1,-2.8%,-1%
CCOC(=O)C1CCCN(C(=O)c2sc3nc(-c4ccc(OC)cc4)cn3c2C)C1 (configuration not stated),2.5%,-20%
CCCNC(=O)c1ccccc1NS(=O)(=O)c1ccc(OC)c(OC)c1,-6.3%,-9%
Cc1ccc(N2CCN(/N=C\c3cccc(Br)c3)CC2)cc1,2.4%,1%
CC(C)OC(=O)Cn1cnc2ccc(Br)cc2c1=O,0.0%,4%
COc1ccc(-c2csc(N3CCN(Cc4ccc5c(c4)OCO5)CC3)n2)cc1,1.3%,-8%
CCC(=O)NC(Nc1cc(C)cc(C)n1)(C(F)(F)F)C(F)(F)F,-2.7%,·
CCCCc1nc2ccccc2n2cc3c(=O)n(C)c(=O)n(C)c3c12,4.2%,-6%
CC(C)C(c1nnnn1C1CCCC1)N1CCN(c2ccccc2F)CC1 (configuration not stated),-0.3%,8%
CN(Cc1ccccc1)C(=O)c1ccc([N+](=O)[O-])cc1Cl,3.3%,2%
COC(=O)c1ccc(Oc2nc(Nc3ccc(F)cc3)nc(N3CCCC3)n2)cc1,6.5%,1%
Cc1c(C)n(C(=O)CN2CCN(c3ccccn3)CC2)c2ccccc12,-2.0%,2%
O=C(NC1CCCCC1)C(c1ccccc1)N(Cc1ccco1)C(=O)Cn1cnc2ccccc21 (configuration not stated),-5.8%,-4%
CC(=O)N=c1sc2nc3ccccc3nc2n1N(C(C)=O)C(C)=O,17%,3%
C=CCc1cccc(/C=N/NC(=O)c2cc(C34CC5CC(CC(C5)C3)C4)[nH]n2)c1O,-1.6%,9%
C/C(=N\NC(=O)c1cc(C)[nH]n1)c1ccc2ccccc2c1,-1.8%,3%
CCOc1ccc(NC(=O)c2cccc(F)c2)cc1,-8.6%,4%
COC(=O)c1c(N)sc(C(=O)Nc2ccccc2OC)c1C,-4.0%,4%
CC(O)C(=O)NCCOCCOCCNC(=O)C(C)O (configuration not stated),-3.4%,6%
COc1ccc(OC)c(/C=C/C(=O)Nc2cccc(Br)c2)c1,-0.9%,-2%
COc1ccc(/C(N)=N/OC(=O)c2cccc([N+](=O)[O-])c2)cc1OC,6.4%,·

# High-throughput results deposited in PubChem BioAssay by Sanford-Burnham Center for Chemical Genomics.

# Not all compounds are listed; rates above refer to the full screens.
